Bioassay records from PubChem.
JMJD2A Tudor – blocks the human JMJD2A Tudor domain. Potency, µM (series often up to 114 µM), without a hit: top-dose activity change, negative = inhibition, usual class: inhibitors. AID 504339. AlphaScreen JMJD2A-Tudor / H3K4me3 peptide binding. hit rate 4.4% among 390,000. O75164; further: potency means the concentration at half of the fitted maximal effect; on the % scale 0 is the no-effect control and ±100 the full control effect; nearly all actives have a fitted effect of over 50% in size
Pin1 inhibitor – inhibitors of human Pin1; Pin1 FP peptide displacement, HiFluor488, 10 min; hit rate 0.009% among 390,000; Potency, µM (highest dose often 115 µM), without a hit: top-dose activity, negative = inhibition, actives largely listed as inhibitors; Q13526; active means well fitted inhibition curve with a large enough effect in the polarisation, with a control signal flat, not every such curve was filed as active; inconclusive means small, poorly fitted or top-dose-only effect, or effect the other way, or a change in a side signal; inactive means no such curve, though single readings can be large or run the other way; the % refers to the polarisation; further: potency means the concentration at half of the fitted maximal effect; on the % scale 0 is the no-effect control and ±100 the full control effect
Target sequence (Q13526 whole entry, looked up): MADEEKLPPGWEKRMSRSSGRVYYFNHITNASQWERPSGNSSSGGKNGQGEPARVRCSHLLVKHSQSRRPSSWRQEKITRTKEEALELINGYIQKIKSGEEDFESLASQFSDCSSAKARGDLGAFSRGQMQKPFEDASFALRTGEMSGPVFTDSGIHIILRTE
GLS inhibitor – blocks human kidney-isoform glutaminase activity. O94925. GLS enzymatic activity, qHTS titration. Potency, µM (top dose mostly 45.5 µM), without a hit: top-dose activity change, negative = inhibition, actives largely listed as inhibitors. hit rate 0.21% among 410,000. AID 624170; further: potency means the concentration at half of the fitted maximal effect; on the % scale 0 is the no-effect control and ±100 the full control effect
Target sequence (O94925 whole entry, looked up, canonical isoform): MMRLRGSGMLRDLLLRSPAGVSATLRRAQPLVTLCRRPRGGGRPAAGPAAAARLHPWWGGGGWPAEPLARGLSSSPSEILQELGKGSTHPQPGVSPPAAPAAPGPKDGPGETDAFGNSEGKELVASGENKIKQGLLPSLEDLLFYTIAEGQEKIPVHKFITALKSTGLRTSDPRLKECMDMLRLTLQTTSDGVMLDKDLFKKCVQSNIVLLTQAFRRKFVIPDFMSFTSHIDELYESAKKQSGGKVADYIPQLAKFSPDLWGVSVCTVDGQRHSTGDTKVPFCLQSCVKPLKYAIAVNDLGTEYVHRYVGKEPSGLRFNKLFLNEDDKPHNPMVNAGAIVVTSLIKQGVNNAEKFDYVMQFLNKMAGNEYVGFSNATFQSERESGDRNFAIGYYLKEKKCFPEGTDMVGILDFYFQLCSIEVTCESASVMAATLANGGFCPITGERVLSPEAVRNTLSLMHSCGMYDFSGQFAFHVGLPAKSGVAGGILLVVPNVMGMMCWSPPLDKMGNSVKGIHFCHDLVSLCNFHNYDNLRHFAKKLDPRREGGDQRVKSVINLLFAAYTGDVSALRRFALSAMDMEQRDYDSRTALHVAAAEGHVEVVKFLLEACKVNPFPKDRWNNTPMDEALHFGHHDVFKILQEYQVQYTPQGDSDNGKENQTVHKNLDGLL
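Compounds were pin-transferred onto hKGA, after which L-glutamine (1 mM solution) and a detection mix of glutamate oxidase, HRP and Amplex Red were added. Initial and 30 min RT fluorescence reads were collected.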
Tb PGK inh – inhibitors of T. brucei phosphoglycerate kinase. P07378. PGK/GAPDH coupled, Kinase-Glo luminescence, 60 min. Potency, µM (titrated, usually from 57.5 µM), without a hit: at the top dose activity change, negative = inhibition, actives largely listed as inhibitors. hit rate 0.043% among 380,000. AID 602233; further: potency means the concentration at half of the fitted maximal effect; on the % scale 0 is the no-effect control and ±100 the full control effect; nearly all actives have a fitted effect of over 60% in size
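Recombinant glycosomal PGK reaction used 1,3-bisphosphoglycerate generated in-well by GAPDH (100nM final) in 100mM TEA pH 7.6, 5mM MgCl2, 0.01% Tween-20. After 60 minutes at room temperature, ATP was read by Kinase-Glo Plus luminescence end-point.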
ERG-DNA inh – inhibitors of human ERG Ets domain-DNA interaction. fluorescence polarization, His-ERG Ets domain / labelled DNA. Potency, µM (highest dose often 76.9 µM), inactives show top-dose FP activity, negative = inhibition, hits mostly inhibitors. hit rate 0.028% among 370,000; active means well fitted inhibition curve with a large enough effect in the polarisation, with a control signal flat; inconclusive means small, poorly fitted or top-dose-only effect, or effect the other way, or a change in a side signal; inactive means no such curve, though single readings can be large or run the other way; the % refers to the polarisation;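 further: polarization taken with two DNA probes labelled with fluorescein and Texas red; potency means the concentration at half of the fitted maximal effect; % of control where 0% means no effect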
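His-tagged ERG Ets domain (1 uM in the protein solution; 300mM KCl, 50mM Tris-HCl, 1mM EDTA, 1mM DTT, pH 7.5) received compound, then a probe mix of 5 nM fluorescein-DNA and 100nM Texas-615-DNA. Fluorescence polarization was read for both dyes.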
HP1b binding inh – inhibitors of HP1-beta chromodomain binding to methylated histone tails | hit rate 0.56% among 390,000 | AlphaScreen HP1-beta / biotin-H3K9me3 peptide binding | Potency, µM (titrated, usually from 114 µM), for the others: at the top dose activity change, negative = inhibition, actives largely listed as inhibitors | P83916 | AID 540317; further: potency means the concentration at half of the fitted maximal effect; nearly all actives have a fitted effect of over 70% in size; inactives centre near 23
Target sequence (P83916 whole entry, looked up): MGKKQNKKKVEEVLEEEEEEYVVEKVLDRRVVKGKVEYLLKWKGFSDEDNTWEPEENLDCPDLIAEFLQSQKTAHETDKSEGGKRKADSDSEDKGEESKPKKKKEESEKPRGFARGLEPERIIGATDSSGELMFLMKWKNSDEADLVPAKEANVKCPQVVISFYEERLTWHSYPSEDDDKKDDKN
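Compound inhibition of the preformed complex between 50 nM HP1-beta and 50 nM biotinylated H3K9me3 peptide was read by AlphaScreen. Buffer was PBS pH 7.4 with 0.01% Tween-20. Incubations ran 30 min at room temperature, with 10 ug/mL donor/acceptor beads.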
PI4K2A block – PI4K2A (human) kinase inhibition | Q9BTU6 | purified PI4K2A, ADP-Glo luminescence, 1 h; active compounds read low | activity change, negative = inhibition, % at 76.9 µM | hit rate 0.13% among 420,000 | AID 1346378; in the data active means activity change below about -50%; inconclusive means mostly about -30% to -49%;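 further: -100% = wells without enzyme as full effect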
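ADP-Glo luminescence measured ADP generated by PI4K2A enzyme (4 ug/mL before mixing) with 1.2 mM PI substrate (pre-mix) and 300 microM ATP (pre-mix). Tris pH7.5 buffer with MgCl2, Triton X-100; 1 h reaction at ambient temperature.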
BAZ2B inh – blocks human BAZ2B; AlphaScreen BAZ2B-H3K14Ac peptide displacement; Potency, µM (highest dose often 114 µM), for the others: at the highest dose activity change, negative = inhibition, most hits filed as inhibitors; hit rate 4.4% among 360,000; AID 504333; Q9UIF8; further: potency means the concentration at half of the fitted maximal effect; on the % scale 0 is the no-effect control and ±100 the full control effect; nearly all actives have a fitted effect of over 60% in size
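Inhibition is scored as reduced AlphaScreen emission. The BAZ2B/b-H3(5-23)K14Ac complex (50 nM each) in PBS pH 7.4, 0.01% Tween-20 meets compound (up to 110 uM) for 30 min at RT before bead addition.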
G9a block – blocks human histone lysine methyltransferase G9a; Q96KQ7; G9a H3K9 monomethylation, AlphaScreen, 2 h; AID 504332; Potency, µM (titrated, usually from 102 µM), without a hit: at the highest dose activity, negative = inhibition, hits mostly inhibitors; hit rate 8.8% among 350,000; further: potency means the concentration at half of the fitted maximal effect; on the % scale 0 is the no-effect control and ±100 the full control effect; nearly all actives have a fitted effect of over 75% in size
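G9a (20 nM) preincubated 15 min RT with compounds, then 500 nM biotinylated H3K9 peptide and 20 uM SAM added; 2 h RT reaction. Monomethyl-H3K9 product detected by AlphaScreen with anti-H3K9me1 antibody, streptavidin donor and anti-rabbit IgG acceptor beads.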
* hit, by the source's call; i = inactive; ? = inconclusive; . = not tested or not shown; & = joins results of further samples; [ ] = dose if it differs, or a comment. Unless noted, the call rests on the fitted dose curve; in most records, active means well fitted curve in the direction sought with a large enough effect; inconclusive means small, poorly fitted or top-dose-only effect, or another doubt; inactive means no such curve, though single readings can be large; an effect the other way counts as inactive or inconclusive.

1. O=C(CCCSc1nc2sc3c(c2c(=O)[nH]1)CCC3)NCCCO
2. Cc1ccc(-c2nnc(N)s2)cc1
3. COc1cccc(C2C(=O)N(C3CCCCC3)CC(=O)N2Cc2ccc(Cl)cc2)c1 (stereo not drawn)
4. CC(=O)N1CCc2cc(CNC(=O)Nc3cc(Cl)ccc3C)ccc21
5. CSc1ccc(Cl)c(C(=O)NCCOc2cc(C(C)C)ccc2C)c1
6. CC(=Nc1ccc(C)cc1)c1sc2ccccc2c1O
7. Cc1c(Cl)cccc1NC(=O)c1ccc(-n2ccnc2)nc1
8. CC(=O)c1ccc(NC(=O)[C@@H]2CCCN2C2=NS(=O)(=O)c3ccccc32)cc1
entry no.	1	2	3	4	5	6	7	8
Pin1 inhibitor	3%	-2%	-1%	39%[activator]	25%	?	-5%	-1%
Tb PGK inh	0%	i	-2%	2%	i	i[11.5 µM]	1%	-5%
HP1b binding inh	17%	19%	36%	18%[57 µM]	114%[activator]	-17%	33%	30%
PI4K2A block	4	-2	0	3	-5	-6	1	3
GLS inhibitor	13%	9%	5%	-1%	0%	-1%	-1%	1%
G9a block	?	10%	-1%[59 µM]	-6%[59 µM]	49%[59 µM]	?	-27%[59 µM]	23%[12.7 µM]
ERG-DNA inh	-4%	-2%	-3%	3%	-2%	.	6%	3%
JMJD2A Tudor	1%	-3%	4%	-10%	29%	?	-5%	3%
BAZ2B inh	0%	22%	-3%	12%	-1%	?	-25%	9%

9. C=CCC(=O)N1CCCC(CNC(=O)c2ccc(-c3ccccc3)cc2)C1 (stereo not drawn)
10. Cc1ccc(OCC(=O)NCCNC(=O)COc2ccc(C)cc2)cc1
11. CCn1nccc1C(=O)Nc1ccc(C(=O)OC(C)C)cc1
12. CC#CCN(Cc1ccco1)C(=O)C1CCC(=O)N(Cc2ccccc2F)C1 (stereo not drawn)
13. CCN(CC)S(=O)(=O)c1ccc2[nH]c(=O)[nH]c2c1
14. O=C(CCNC(=O)C1CCN(S(=O)(=O)c2ccc(F)cc2)CC1)NCc1ccc(Cl)cc1
15. O=[N+]([O-])c1ccccc1-n1cnc2ccccc21
16. Cc1cccc(COCCN2CCN(S(=O)(=O)c3ccccc3)CCC2=O)c1
entry no.	9	10	11	12	13	14	15	16
Pin1 inhibitor	9%	9%	-2%	-2%	?	-1%	1%	0%
Tb PGK inh	-9%	-9%	-8%	-2%	-8%	-4%	-2%	0%
HP1b binding inh	27%	45%	25%	6%	20%	10%[57 µM]	5%	34%
PI4K2A block	1	3	-15	4	-4	-11	0	-1
GLS inhibitor	-3%	0%	3%	7%	-2%	-9%	3%	-3%
G9a block	.	9%	11%[0.501 µM]	.	3%[59 µM]	.	2%	27%[12.7 µM]
ERG-DNA inh	-9%	9%	-1%	14%	2%	-18%	-4%	3%
JMJD2A Tudor	-4%	6%	-9%	-15%	17%[57.1 µM]	0%	-15%	-14%
BAZ2B inh	-4%	0%	2%	-7%	-3%	-5%	2%	4%

17. C=CCn1c(SCC(=O)Nc2ccc3c(c2)OCCO3)nc2cc(C(=O)O)ccc2c1=O
18. O=C(CN1CCC(n2nnc3cc(C(F)(F)F)ccc32)CC1)N1CCc2ccccc21
19. O=C(CN1C(=O)c2cccc3cccc1c23)NCC1CCCO1 (stereo not drawn)
20. COc1ccc(OC)c(CNC(=O)COc2cc(=O)n(C)c3ccccc23)c1
21. Cc1cc(C)c2c(N)c(C(=O)c3cccc(Cl)c3)sc2n1
22. CCCCc1c(C)c2ccc(OCC(C)=O)cc2oc1=O
23. COC(=O)C1=C(C)N(c2cccc(OC)c2)C(=O)/C1=C\c1ccco1
24. CCc1ccc(NC(=O)CS(=O)CC(=O)Nc2ccc(-n3cnnn3)c(C)c2)cc1 (stereo not drawn)
entry no.	17	18	19	20	21	22	23	24
Pin1 inhibitor	-4%	-1%	-1%	1%	0%	-9%	5%	4%
Tb PGK inh	-2%	-3%	i	i	-1%	-10%	-5%	-10%
HP1b binding inh	23%	13%	25%	-11%	46%[activator]	27%	40µM*	-23%
PI4K2A block	6	1	-1	1	-2	3	1	-1
GLS inhibitor	-1%	-3%	-1%	-6%	1%	-9%	-12%	8%
G9a block	?	0%	1%[59 µM]	.	7%[59 µM]	-33%[12.7 µM]	?	?
ERG-DNA inh	0%	.	0%	-1%	-5%	0%	6%	-13%
JMJD2A Tudor	-23%	-18%	0%	-31%	-11%	15%	45µM*	?
BAZ2B inh	8%	0%	.	.	11%	6%	18µM*	?

25. COc1cc(OC)c(C(=O)OCC(=O)Nc2ccc(N3CCOCC3)cc2)cc1OC
26. COc1ccc(NC(=O)CSC2=Nc3ccccc3C3=NC(CC(=O)NCc4ccc5c(c4)OCO5)C(=O)N23)cc1 (stereo not drawn)
27. CC(CN1CCOCC1)OC(=O)c1ccc2c(c1)OCCO2 (stereo not drawn)
28. CCN(CCO)C(=O)C(c1ccccc1)c1ccccc1
29. CC(C)C[C@H]1CN=C(N(C)C)N1CCc1cccc(F)c1
30. C[C@H](CO)NC(=O)[C@H](C)[C@H]1C[C@]1(C)[C@H](NC(=O)OCc1ccccc1)c1ccccc1
31. Cc1ccc(C)c(N2CCN(C(=O)C3CCCN(S(=O)(=O)c4ccc5c(c4)oc(=O)n5C)C3)CC2)c1 (stereo not drawn)
32. Cc1ccc(/C=C/C(=O)N2CC(C)CC(C)C2)o1 (stereo not drawn)
entry no.	25	26	27	28	29	30	31	32
Pin1 inhibitor	-8%	0%	-4%	-1%	-5%	0%	-7%	0%
Tb PGK inh	-5%	-6%	-6%	5%	-6%	-2%	-6%	-3%
HP1b binding inh	15%	-2%	34%	15%	40%[activator]	68%[activator]	17%	?
PI4K2A block	6	-4	0	3	1	-1	-3	-8
GLS inhibitor	90%[activator]	-25%	-9%	3%	6%	-3%	2%	-11%
G9a block	.	4%[59 µM]	-37%[59 µM]	-7%[2.33 µM]	.	-5%	-38%[59 µM]	8.9µM*
ERG-DNA inh	-1%	-11%	-4%	1%	-1%	14%	0%	2%
JMJD2A Tudor	-10%	-30%	-4%	-6%	-30%	-7%	-25%	50µM*
BAZ2B inh	.	-23%	18%	0%	.	-8%	-20%	-35%

Fetched by structure from the list above (3):
31. Cc1ccc(C)c(N2CCN(C(=O)C3CCCN(S(=O)(=O)c4ccc5c(c4)oc(=O)n5C)C3)CC2)c1 (stereo not drawn)
29. CC(C)C[C@H]1CN=C(N(C)C)N1CCc1cccc(F)c1
30. C[C@H](CO)NC(=O)[C@H](C)[C@H]1C[C@]1(C)[C@H](NC(=O)OCc1ccccc1)c1ccccc1
entry no.	31	29	30
Pin1 inhibitor	-7%	-5%	0%
Tb PGK inh	-6%	-6%	-2%
HP1b binding inh	17%	40%[activator]	68%[activator]
PI4K2A block	-3	1	-1
GLS inhibitor	2%	6%	-3%
G9a block	-38%[59 µM]	.	-5%
ERG-DNA inh	0%	-1%	14%
JMJD2A Tudor	-25%	-30%	-7%
BAZ2B inh	-20%	.	-8%

New compounds follow
33. C#CCNC(=O)C1=C[C@H](c2ccc(Br)cc2)C[C@H](OCc2ccc(CO)cc2)O1
34. CCc1ccc(S(=O)(=O)/N=C2/C=C(Sc3ncn[nH]3)C(=O)c3ccccc32)cc1
35. O=C(CCCc1ccccc1)Nc1ccc(S(=O)(=O)N2CCOCC2)cc1
36. CCN(CC(=O)Nc1ccccc1C(F)(F)F)C(=O)c1ccc2c(c1)NC(=O)CS2
37. CN(C)S(=O)(=O)Nc1cccc(Br)c1
38. Cc1ccc(OCCn2cc(/C=N/NC(=O)c3ccncc3)c3ccccc32)cc1
39. CCOc1ccccc1CNC(CC)CO (stereo not drawn)
40. CN(CCc1ccccc1)C(=O)c1ccc(NC(=O)Cc2cccc(NC(=O)C3CCN(S(=O)(=O)c4cccc([N+](=O)[O-])c4)CC3)c2)cc1
41. CNC(=O)[C@@H]1C[C@H]1[C@@H](NC(=O)OCc1ccccc1)c1ccccc1
entry no.	33	34	35	36	37	38	39	40	41
Pin1 inhibitor	?	43µM*	-3%	-9%	-14%	?	6%	6%	-1%
Tb PGK inh	5%	?	-8%	-2%	i	-2%	-2%	-7%	i
HP1b binding inh	22%	?	45%[activator]	49%[activator]	84%[activator]	34%[activator]	50%[activator]	75%[activator]	11%
PI4K2A block	-1	-56*	3	-3	-2	-3	-2	3	-2
GLS inhibitor	-1%	8%	-10%	-8%	-7%	-12%	7%	-6%	-1%
G9a block	-3%[12.7 µM]	1.4µM*	.	-18%[0.501 µM]	27%	4%	-37%	.	-12%
ERG-DNA inh	0%	-6%	-8%	-1%	8%	?	-4%	-2%	3%
JMJD2A Tudor	-10%	4µM*	3%	2%	1%[11.4 µM]	-12%	-10%	-12%	-9%
BAZ2B inh	-21%	45µM*	-17%	-1%	2%&6%	-31%	?	.	-6%
